Avidin bead fluor: avidin bead compound fluorescence profile | Avidin beads, compound fluorescence 488/530 nm, flow cytometry; stronger effect = higher value | fluorescence (KMESF) at 10 µM | hit rate 0.38% among 220,000 | AID 1775; in the data active means fluorescence above about 47; further: inactives centre near 10
GSH bead fluor: GSH bead compound fluorescence profile | GSH beads flow cytometry, compound fluorescence 488/530 nm; stronger effect = higher value | fluorescence (KMESF) at 10 µM | hit rate 0.25% among 190,000; in the data active means fluorescence above about 89;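 further: glutathione beads carrying GST-tagged Bcl family fusion proteins plus one bare bead set; values are compound well signal with DMSO vehicle wells as background; inactives centre near 16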
RGS7-Gao: human RGS7-Galphao interaction regulation. P09471. binding response (% of control), % at 10 µM. hit rate 0.35% among 220,000. AID 1439. Multiplexed bead flow cytometry, RGS7-Galphao binding; actives lie on both sides; in the data active means binding response below about 49% or above about 150%; inconclusive means no clear call, values can overlap the other calls; inactive means in between;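 further: fluorescent Galphao held in activated GDP-AlF4 state binding bead-coupled RGS7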
Target sequence (P09471 whole entry, looked up): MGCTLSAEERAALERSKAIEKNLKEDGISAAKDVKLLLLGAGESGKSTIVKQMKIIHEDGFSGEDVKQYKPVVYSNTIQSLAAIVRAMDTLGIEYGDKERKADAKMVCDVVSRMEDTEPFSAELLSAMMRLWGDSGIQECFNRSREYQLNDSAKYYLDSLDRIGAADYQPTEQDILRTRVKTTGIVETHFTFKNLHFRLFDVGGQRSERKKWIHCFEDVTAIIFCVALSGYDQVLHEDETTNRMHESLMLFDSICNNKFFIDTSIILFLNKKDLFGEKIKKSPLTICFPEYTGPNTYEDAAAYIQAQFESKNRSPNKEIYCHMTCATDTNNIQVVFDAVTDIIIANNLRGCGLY
Mcl1 Noxa PPI: disrupts binding of human Mcl-1 to Noxa peptide; TR-FRET Mcl-1/Noxa peptide binding, 2 h; inhibition, % at 21.7 µM; hit rate 1.5% among 220,000;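 active means compounds that cut the protein-peptide binding signal by more than 50% relative to plate controls in a single-dose test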;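 further: His-tagged Mcl-1 with rhodamine Noxa BH3 peptide and terbium anti-His antibody; 0% = Mcl-1 plus Noxa peptide wells and 100% = peptide-only wells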
Target sequence (Q07820 whole entry, looked up): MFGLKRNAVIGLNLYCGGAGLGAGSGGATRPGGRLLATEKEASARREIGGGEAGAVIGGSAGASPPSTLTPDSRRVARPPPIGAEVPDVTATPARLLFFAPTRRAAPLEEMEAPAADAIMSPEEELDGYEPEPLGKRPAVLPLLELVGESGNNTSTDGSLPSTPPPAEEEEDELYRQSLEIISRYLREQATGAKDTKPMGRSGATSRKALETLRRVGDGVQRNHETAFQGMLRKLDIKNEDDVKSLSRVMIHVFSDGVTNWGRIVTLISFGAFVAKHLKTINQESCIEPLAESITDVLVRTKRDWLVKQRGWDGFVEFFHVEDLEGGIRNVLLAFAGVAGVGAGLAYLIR
ABCB1 inh: blocks JC-1 efflux by human ABCB1 transporter; hit rate 0.067% among 190,000; P08183; CCRF-Adr cells, flow cytometry; inhibition, % at 6.6 µM; AID 1326; in the data active means inhibition above about 40%;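 further: 0% = vehicle and 100% = reference inhibitor; higher value means more JC-1 retained so stronger ABCB1 efflux block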
RGS4-Gao reg: modulates binding of RGS4 to human Galphao | hit rate 0.33% among 220,000 | AID 1415 | Multiplexed bead flow cytometry; actives lie on both sides | binding response (% of control), % at 10 µM; in the data active means binding response below about 49% or above about 150%; inactive means in between;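 further: fluorescent Galphao activated with aluminum fluoride binding bead-coupled RGS4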
RGS8-Gao reg: modulates binding of RGS8 to human Galphao; multiplexed bead flow cytometry; actives lie on both sides; hit rate 0.34% among 220,000; P09471; AID 1423; response (percent of control binding), % at 10 µM; in the data active means response below about 60% or above about 140%; inactive means in between;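 further: Galphao activated as the GDP aluminium fluoride complex binding bead-coupled RGS8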
Bim-Mcl-1: inhibitors of Bim-Mcl-1 interaction, human; hit rate 0.1% among 190,000; AID 1009; Bead-based flow cytometry, Bim peptide-Mcl-1 binding; Q07820; inhibition, % at 10 µM; in the data active means inhibition above about 40%;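 further: 0% = no compound tracer wells and 100% = peptide blocker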
ABCG2 inh: human ABCG2 inhibition, ABCB1 as counter-screen; Q9UNQ0; IgMXP3 cells, JC-1 efflux, flow cytometry; inhibition, % at 6.6 µM; hit rate 0.1% among 190,000;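 active means inhibition above 80%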;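 further: 0% = DMSO and 100% = nicardipine control wells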
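Incubation: cells with compound and JC-1, 10 min at 25 °C, rotating, no wash / Test system: IgMXP3 (ABCG2) plus far-red-tagged CCRF-Adr (ABCB1) cells / Compound dosing: one concentration, 6.6 µM final / Also added: JC-1 fluorescent substrate / Evaluation: efflux inhibition in percent versus controls / Detection: flow cytometry, 530 nm JC-1 signal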
Pf gamet viab: kills late stage P. falciparum gametocytes; P. falciparum stage V gametocytes, ATP luminescence, 24 h; inhibition, % at 10.9 µM; hit rate 0.065% among 150,000; AID 743093;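 active means inhibition above the mean plus 3 SD of compounds within the control limits, set per campaign, cut at about 38% in these data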;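 further: 0% = DMSO wells and 100% = medium only without gametocytes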
Mcl1 Bid PPI: disrupts binding of human Mcl-1 to Bid peptide; Q07820; TR-FRET Mcl-1/Bid-Dy647 peptide binding, 1536-well; inhibition, % at 21.7 µM; hit rate 0.97% among 220,000; AID 1021;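 active means compounds that cut the binding signal by more than half at the single screening dose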;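 further: His-tagged Mcl-1 with europium anti-His antibody binding Bid BH3 peptide; 0% = Mcl-1 plus peptide wells and 100% = peptide-only wells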
Active calls of the source: *; ? = inconclusive; . = not tested or not shown. Compounds as they come; overall some 3.3% were active at least once.

SMILES	Avidin bead fluor	GSH bead fluor	RGS7-Gao	Mcl1 Noxa PPI	ABCB1 inh	RGS4-Gao reg	RGS8-Gao reg	Bim-Mcl-1	ABCG2 inh	Pf gamet viab	Mcl1 Bid PPI
Cc1c(Cl)c([N+](=O)[O-])nn1CC(=O)NC1CCCCC1	12	40	92	.	0.2	94	98	-1	0	.	-18
O=C(NC(=S)NCCC1=CCCCC1)c1cccnc1	9	9	100	6	1.1	100	100	-1	7	-3	-29
O=C1C(CCCNC(=S)NCc2ccccc2)NC(=S)N1Cc1ccccc1 (stereo unspecified)	0	5	99	28	-1.1	99	90	-7	-3	4	-53
C=CCN1C=C2C(=O)C(C)(OC(=O)c3ccc(OC)cc3)C(=O)C(c3ccco3)=C2C=C1CCCC (stereo unspecified)	8	.	?	6	.	90	91	.	.	22	-90
O=C(OCc1cn(Cc2ccccc2)nn1)c1ccccc1	8	.	?	-4	.	105	102	.	.	-10	-22
Cc1cc(N2CCCC2)nc(-c2ccccc2O)n1	41	13	102	-47	0.3	103	107	-2	3	.	-3
COC(=O)CCN(C1CCCCC1)S(=O)(=O)c1ccc(S(=O)(=O)N2CCCCC2)cc1	11	51	98	-21	2.8	106	103	-4	5	.	2
Cc1ccc(C(=O)Nc2ccc(Cl)cn2)cc1	7	17	105	36	0.1	104	106	0	4	-6	1
CCc1ccc(NC(=O)Nc2c(C)n(C)n(-c3ccccc3)c2=O)cc1	7	14	101	2	-0.2	99	103	0	0	0	-7
CCOC(=O)CN1CC23C=CC(O2)C(C(=O)NCc2ccc(C)cc2)C3C1=O (stereo unspecified)	10	21	100	0	0.7	101	100	1	2	.	-19
CSc1nc(N2CCN(c3ccccc3)CC2)cc(N2CCN(c3ccccc3)CC2)n1	14	10	99	-6	1.1	100	100	1	17	.	-17
Cc1cccc(-c2oc(C)c(C)[n+]2[O-])c1	5	30	97	16	-0.2	105	99	-2	0	.	26
O=C(Nc1cccc2cccnc12)c1cccc2ccccc12	11	37	102	-94	0.0	104	102	-3	69	-30	-136
COc1ccc(/C(C)=N\NS(C)(=O)=O)c(OC)c1	11	11	88	3	0.1	85	96	-5	2	-13	-5
Clc1cccc(Cl)c1CNC1CCCC1	14	22	99	11	-0.1	95	98	0	0	.	-2
COC(=O)c1ccc(C)c(NS(=O)(=O)c2ccc(OC)cc2)c1	5	49	98	-2	0.2	101	98	-1	0	11	0
Cc1ccc(C2Oc3ccccc3C3=C2C(c2cccs2)n2ncnc2N3)cc1 (stereo unspecified)	37	11	98	10	0.4	101	100	-3	1	.	1
CCCC(c1nnnn1CCC(C)C)N1CCC(C(N)=O)CC1 (stereo unspecified)	28	25	103	0	-0.1	107	103	-1	0	.	-15
O=C(O)CCCCCn1c(SCC(=O)N2CCCC2)nc2ccsc2c1=O	9	15	100	-38	0.4	103	101	0	0	-13	-9
COCCn1c(SCc2nc3ccccc3c(=O)[nH]2)nc2ccccc2c1=O	12	13	97	21	1.0	99	102	-1	9	-5	-7
CC1=CC(C)(C)Nc2ccc(OS(=O)(=O)c3ccc(C)cc3)cc21	13	42	103	18	0.4	102	101	0	2	.	-72
O=C(Nc1ccc(Cl)c(Cl)c1)Oc1ccc(NC(=O)c2ccco2)cc1	14	13	103	4	-0.2	100	101	0	0	.	-17
CCOC(=O)c1nc(Nc2ccc(N3CCC(C)CC3)cc2)c2ccccc2n1	5	16	91	3	-0.6	91	93	5	-3	.	-37
CCN(CC)c1ccc(N2C(=O)/C(=C/c3cccnc3)SC2=S)cc1	34	20	98	-7	0.2	101	102	-5	1	9	-17
Cc1nnc(NC(=O)CSc2n[nH]c(-c3ccccc3)n2)s1	12	23	110	-8	-0.2	102	104	2	0	.	-27
(next part)
SMILES	Avidin bead fluor	GSH bead fluor	RGS7-Gao	Mcl1 Noxa PPI	ABCB1 inh	RGS4-Gao reg	RGS8-Gao reg	Bim-Mcl-1	ABCG2 inh	Pf gamet viab	Mcl1 Bid PPI
Cc1ccc(S(=O)(=O)n2c3ccc(Cl)cc3c3nc(C)sc32)cc1	12	10	97	7	1.2	98	101	0	7	-30	-5
CSc1nc(-c2ccccc2)c(C#N)c(=O)[nH]1	9	.	?	13	.	98	102	.	.	3	-26
O=C(NCc1cccs1)C1CCCN(S(=O)(=O)c2cccs2)C1 (stereo unspecified)	6	32	101	18	0.7	105	100	0	2	30	3
Cc1[nH]c2c(C(=O)N3CCCC(CCC(=O)NCc4ccccc4F)C3)cccc2c1C (stereo unspecified)	10	6	102	2	-0.5	101	102	4	-1	24	-16
O=C(COc1ccc(Cl)cc1)Nc1nnc(-c2ccco2)o1	26	22	104	18	0.4	102	104	0	2	5	-7
CC1(C)CC2(CC(C)(C)NC(=O)N2)NC(=O)N1	17	16	92	-2	0.3	95	93	0	0	.	-20
CCOC(=O)c1sc(NC(=O)c2ccc(Br)o2)cc1C	6	57	102	17	0.6	102	101	0	2	.	-6
CC(=O)Nc1ccc(Sc2ccccc2C(=O)N2CCCC2)cn1	12	16	99	12	0.7	101	101	-5	2	14	5
O=C1CC(C(=O)Nc2ccccc2)N=C(N2CCCCC2)N1 (stereo unspecified)	12	20	100	-4	-2.8	101	104	-1	-3	.	0
COc1ccccc1N(CC(O)COc1ccc(C)cc1)S(=O)(=O)c1ccccc1 (stereo unspecified)	5	10	95	-20	0.9	99	93	0	10	-39	6
O=C(NCCCN1CCOCC1)c1ccc(Cl)c(S(=O)(=O)N2CCCCCC2)c1	4	4	104	8	-0.1	101	98	-3	0	-1	-20
O=c1[nH]c(CN2CCN(c3ccccc3)CC2)nc2ccccc12	17	21	99	-1	0.9	98	98	-1	4	.	-98
OCC1CCCN(Cc2cn(Cc3ccccc3)nc2-c2cc3ccccc3o2)C1 (stereo unspecified)	10	11	92	-16	0.1	100	104	12	1	-7	-28
COc1cc(-c2nc3ccc(C)cn3c2Nc2ccc3c(c2)OCCO3)ccc1O	11	20	106	33	10	106	103	-4	4	14	0
COC(=O)c1ccc(S(=O)(=O)N2CCN(CCO)CC2)n1C	6	.	?	12	.	90	94	.	.	-6	-20
Cc1ccc[n+](-c2nc([O-])sc2C=O)c1	9	15	102	31	0.3	100	101	0	0	0	-15
COC(=O)Cc1ccc(NC(=O)c2cccs2)cc1	4	18	101	-2	0.7	98	93	-3	6	.	-13
COc1ccccc1C(=O)Nc1ccc(S(=O)(=O)Nc2onc(C)c2C)cc1	4	.	?	20	.	101	98	.	.	-4	-85
Cc1nc(Nc2ccc3c(c2)OCCO3)c2c(C)c(C)sc2n1	11	16	101	16	1.2	102	106	-1	6	15	-29
CCOc1cc(C2C(C(=O)c3ccccc3)=C(C(=O)OC)Nc3nnnn32)ccc1O (stereo unspecified)	12	28	99	8	0.4	98	101	0	1	.	-1
C/C(CC(=O)Nc1ccccn1)=N\NC(=O)c1cccc(C)c1	8	24	102	4	0.2	103	104	0	1	2	-40
CCOC(=O)C1(Cc2cccc(F)c2)CCN(CC2CC2)CC1	13	27	98	2	1.2	100	102	0	3	-19	-17
Cc1cc(C(=O)NC(C)CCC(C)C)c2ccccc2n1 (stereo unspecified)	12	11	101	38	0.3	101	99	-4	12	9	11
C#CCOCCOCCOCCNc1nc(N2CCN(C(=O)[C@H](CCCCN)n3cc([C@@H](N)CO)nn3)CC2)nc(N2CCN(C(=O)[C@H](Cc3cc4ccccc4[nH]3)n3cc([C@@H](N)CC(C)C)nn3)CC2)n1	5	17	96	36	-0.1	99	102	1	0	.	54*
CSC1=NNC(c2ccc(C(C)(C)C)cc2)=NN1	10	.	?	3	.	109	98	.	.	15	-14
New compounds follow:
SMILES	Avidin bead fluor	GSH bead fluor	RGS7-Gao	Mcl1 Noxa PPI	ABCB1 inh	RGS4-Gao reg	RGS8-Gao reg	Bim-Mcl-1	ABCG2 inh	Pf gamet viab	Mcl1 Bid PPI
Cn1ccc(NC(=O)Nc2cccc(C(F)(F)F)c2)n1	9	19	92	-2	-0.3	95	98	-3	4	-13	-18
CCN(CCNC(=O)C1CCN(S(=O)(=O)c2cccc3cccnc23)CC1)c1ccccc1	24	14	106	-2	0.4	104	101	-4	4	.	-18
CC(C)(C)NC(=O)CN(Cc1cccs1)C(=O)CNS(=O)(=O)c1ccc(F)cc1	14	15	101	-4	0.0	102	100	-4	4	14	-1
CCCCc1nc(Cl)c(C#N)c2c1CSC(C)(C)C2	14	20	100	-3	0.0	101	103	-6	0	-12	22
COc1cccc(NC(=O)Nc2nccc(C)n2)c1	7	12	103	11	1.3	103	104	-1	10	-6	-56
O=C(COC(=O)c1ccc[nH]c1=O)NCC1CCCO1 (stereo unspecified)	27	22	92	3	0.1	92	97	-3	11	-1	-17
O=C(c1cnc2n(c1=O)CCS2)N1CCN(c2ccc([N+](=O)[O-])cc2)CC1	6	25	95	19	1.3	99	99	0	11	.	-14
O=C(C1CCN(Cc2cccs2)CC1)N1CCN(Cc2ccc3c(c2)OCO3)CC1	10	9	92	20	-0.3	98	102	-8	-1	-1	3
Cc1cc(NS(=O)(=O)c2ccc(NC(=O)c3cc(-c4cccnc4)nc4ccc(Cl)cc34)cc2)no1	9	25	102	25	-0.3	100	101	-1	-1	.	-22
Cc1cc(C(=O)N2CCCC(CCC(=O)N3CCN(c4ccccn4)CC3)C2)c(C)o1 (stereo unspecified)	2	14	120	16	0.4	110	107	-4	2	12	-17
Cc1cc(C)nc(SCC(=O)Nc2ncc(Cc3cccc(Cl)c3Cl)s2)n1	28	13	120	6	0.8	106	103	-2	1	6	-1
CCC(=O)Nc1nc(-c2cc([N+](=O)[O-])cs2)cs1	20	8	102	-6	1.1	104	107	-1	1	1	-31
O=C(CC1N=C2c3ccccc3N=C(SCc3ccc(F)cc3)N2C1=O)NCc1ccco1 (stereo unspecified)	7	29	94	24	-0.1	94	96	2	0	.	-24
Cc1nn(-c2ccc(F)cc2)c2sc(C(=O)N3CCCCCC3)cc12	9	11	100	2	1.4	97	97	1	21	.	-5
O=S1(=O)c2ccccc2C(CCO)N1Cc1ccccc1 (stereo unspecified)	7	.	?	1	.	98	98	.	.	20	-46
COC(=O)c1c(NC(=O)c2ccco2)sc2c1CCC2	12	34	98	-9	1.1	99	99	0	13	.	-19
Cn1c(NCc2cccnc2)nc2c1c(=O)n(Cc1ccccc1F)c(=O)n2C	2	46	98	-14	0.3	98	95	0	1	6	-28
COc1ccccc1N1CCN(C(=O)Cn2nc(C(F)(F)F)c3c2CCC3)CC1	14	35	95	16	2.6	98	98	-3	24	.	0
O=C(C1=C(O)C(=O)N(Cc2ccccc2)C1c1ccco1)c1ccco1 (stereo unspecified)	8	32	96	25	0.2	98	98	1	1	.	-27

Sorted by value in Mcl1 Bid PPI (rising): three from the list above
SMILES | Mcl1 Bid PPI
C/C(CC(=O)Nc1ccccn1)=N\NC(=O)c1cccc(C)c1 | -40
Cc1nnc(NC(=O)CSc2n[nH]c(-c3ccccc3)n2)s1 | -27
CCOC(=O)CN1CC23C=CC(O2)C(C(=O)NCc2ccc(C)cc2)C3C1=O (stereo unspecified) | -19

Source: PubChem BioAssay
